# High-throughput results (PubChem BioAssay)
# ST2 IL33 inh: inhibitors of human ST2 (IL1RL1) binding to IL-33, primary screen, biochemical, AlphaLISA; actives 2.3% (n = 78,000); AID 1259354, 2018; AlphaLISA ST2-Fc/biotin-IL-33 interaction, 1 h; inhibition, % for hits at 17 µM; in the data active means inhibition above about 30%; inconclusive means mostly about 10% to 28%
# Target sequence (Q01638 whole entry, looked up): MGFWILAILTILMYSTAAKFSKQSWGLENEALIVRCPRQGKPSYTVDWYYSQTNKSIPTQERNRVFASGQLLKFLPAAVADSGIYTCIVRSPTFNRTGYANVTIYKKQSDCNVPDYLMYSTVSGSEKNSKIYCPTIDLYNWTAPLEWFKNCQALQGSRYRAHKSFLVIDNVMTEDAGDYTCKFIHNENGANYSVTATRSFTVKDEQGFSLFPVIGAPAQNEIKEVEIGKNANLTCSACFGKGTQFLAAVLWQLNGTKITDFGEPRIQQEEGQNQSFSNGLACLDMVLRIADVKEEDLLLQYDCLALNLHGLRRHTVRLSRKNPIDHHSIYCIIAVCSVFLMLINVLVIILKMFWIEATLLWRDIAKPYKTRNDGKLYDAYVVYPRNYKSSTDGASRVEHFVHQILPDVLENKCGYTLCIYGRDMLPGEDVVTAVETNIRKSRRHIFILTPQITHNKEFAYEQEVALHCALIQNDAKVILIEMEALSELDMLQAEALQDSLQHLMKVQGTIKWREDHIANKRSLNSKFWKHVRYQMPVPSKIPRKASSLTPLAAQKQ
# * marks the source's active call; other numbers are inactive results; i = inactive; ? = inconclusive.
SMILES,ST2 IL33 inh
Cn1c(=O)cc(SCC(=O)NC2CCCCC2)c2ccc(Cl)cc21,i
O=C(c1ccc(-c2nnc(-c3ccccc3)o2)cc1)N1CCCCC1,i
O=c1c(O)c(-c2ccc(O)cc2O)oc2cc(O)cc(O)c12,?
Nc1ccc(Nc2ccccc2)c(Cl)c1,44%*
CCn1cc(Cn2cc(-c3ccc(OC)cc3OC)nn2)cn1,?
O=C1NC(=O)/C(=C\c2ccc(OCc3ccc(Br)cc3)c(Br)c2)N1,i
N#Cc1c(NC(=O)c2cc(-c3ccc4c(c3)OCO4)on2)sc2c1CCCC2,i
CC1(C)CNC(=O)c2nc(CCNc3cccnc3)[nH]c2C1,i
CCOC(=O)c1sc2ncnc(N3CCCCC3C)c2c1C (stereo not given),i
Nc1c(C(=O)C2CC2)sc2nc(-c3cccs3)cc(C(F)(F)F)c12,i
O=C1C=C(NC2CCCC2)CC(c2ccccc2)C1 (stereo not given),?
CC1CC(C)CN(C(=O)C2CCC(CNS(=O)(=O)c3cccc4nsnc34)CC2)C1 (stereo not given),i
CC(=O)c1ccc(NC(=O)c2ccc(NC(=O)C3CCCO3)cc2)cc1 (stereo not given),?
COc1ccc2c(C)c(C(=O)O)oc2c1,i
Nc1c(C(=O)NCCO)nnn1Cc1ccccc1,i

# The final 5 compounds of the part before come first, to join the parts.
SMILES,ST2 IL33 inh
O=C1C=C(NC2CCCC2)CC(c2ccccc2)C1 (stereo not given),?
CC1CC(C)CN(C(=O)C2CCC(CNS(=O)(=O)c3cccc4nsnc34)CC2)C1 (stereo not given),i
CC(=O)c1ccc(NC(=O)c2ccc(NC(=O)C3CCCO3)cc2)cc1 (stereo not given),?
COc1ccc2c(C)c(C(=O)O)oc2c1,i
Nc1c(C(=O)NCCO)nnn1Cc1ccccc1,i
Cn1c(CCC(=O)NC2CCC(n3cnnc3)CC2)nc2cccnc21 (stereo not given),i
O=C(O)c1cccc([N+](=O)[O-])c1C(=O)Nc1cccc(Cl)c1Cl,i
Cc1ccc(N2C(=O)C3N=NN(CC(=O)Nc4ccc(Cl)cc4Cl)C3C2=O)cc1 (stereo not given),i
CC1CCN(C(=O)c2cn(C)c(=O)c3c2c2ccccc2n3C)CC1,i
CCN(CC)c1ccc(C=Nc2cc(Cl)ccc2O)c(O)c1,i
CCOc1cc(C(=O)Nc2cccc(N3CCCS3(=O)=O)c2)cc(OCC)c1OCC,?
CN1CC2(CCCN(C(=O)Cn3c(=O)oc4ccccc43)CC2)OC1=O (stereo not given),i
CCCOC(=O)C(C)Oc1ccc2c(=O)c(Oc3ccccc3Br)coc2c1 (stereo not given),i
O=S(=O)(c1ccc2c(c1)OCCO2)N1CCC(n2cnc3cccnc32)CC1,98%*
CCN(CC)CCNC(=O)c1cc2cc3cc(OC)ccc3nc2s1,i
Cc1nccn1-c1ccc(NC(=O)C2CCCN(C/C=C/c3ccco3)C2)cc1 (stereo not given),?
O=C(NCc1cccnc1N1CCc2ccccc2C1)c1cccc2c1OCC2,i
CCCCn1cnc2cc(NCc3ccc(Cl)cc3)ccc21,?
COc1ccc2nc(Cl)c(Cl)nc2c1,i
NS(=O)(=O)c1ccc(NC(=O)CCC(=O)O)cc1,i

# Another view of part of the listing above.
O=C(O)c1cccc([N+](=O)[O-])c1C(=O)Nc1cccc(Cl)c1Cl
- ST2 IL33 inh = i
Cc1ccc(N2C(=O)C3N=NN(CC(=O)Nc4ccc(Cl)cc4Cl)C3C2=O)cc1 (stereo not given)
- ST2 IL33 inh = i
CC1CCN(C(=O)c2cn(C)c(=O)c3c2c2ccccc2n3C)CC1
- ST2 IL33 inh = i
CCN(CC)c1ccc(C=Nc2cc(Cl)ccc2O)c(O)c1
- ST2 IL33 inh = i

# (more compounds)
SMILES,ST2 IL33 inh
O=C(O)CSCCc1ccncc1,i
CCC1=Nc2cc(C(=O)NCCN(CC)CC)ccc2Sc2ccc(C)cc21,i
CC(=O)NCC1=CCCN(Cc2cc(=O)n3c(C)cccc3n2)C1,i
COc1ccccc1-n1cc(-c2ccnc(NCCc3nccs3)n2)cn1,i
N#CC1=C(N)Oc2cc(N)ccc2C1c1ccc([N+](=O)[O-])cc1 (stereo not given),?
CCC(=O)N1CCc2cc(Br)cc(S(=O)(=O)N3CC(C)CC(C)C3)c21 (stereo not given),i
C=C(C)COc1cccc(C(=O)N(C)Cc2cnn(CC)c2C)c1,i
O=C(C1CCCN(S(=O)(=O)c2cnc[nH]2)C1)N(CCc1ccccc1)Cc1ccccc1 (stereo not given),i
CCOCCCNC(=O)C1c2c(n(C)c3ccccc23)SCC(=O)N1c1ccc(Cl)cc1C (stereo not given),i
CCCCOc1ccc(/C=c2\sc3nc(-c4ccncc4)nn3c2=O)cc1OC,?
Clc1cc(Br)ccc1OCCn1ccnc1,i
CSc1cccc(NC(=O)CN(C)S(=O)(=O)c2ccc(C)cc2)c1,i
C=C(C)C(C)(O)C#CCN1CCCCC1 (stereo not given),?
CC1(C)CC(=O)C2=C(C1)c1c(ccc3ncccc13)NC2c1ccccc1F (stereo not given),i
O=C1CCCC2=C1C(c1ccc(F)cc1)Nc1ccccc1N2 (stereo not given),i

# Three of the compounds above, with bars between the fields.
SMILES | ST2 IL33 inh
C=C(C)C(C)(O)C#CCN1CCCCC1 (stereo not given) | ?
CC1(C)CC(=O)C2=C(C1)c1c(ccc3ncccc13)NC2c1ccccc1F (stereo not given) | i
O=C1CCCC2=C1C(c1ccc(F)cc1)Nc1ccccc1N2 (stereo not given) | i

# Following part
SMILES,ST2 IL33 inh
Cc1ccccc1N1CCN(Cc2cccs2)CC1,i
COc1ccccc1NCc1cccs1,32%*
COc1ccc(OCC(O)Cn2cnc3ccccc32)cc1 (stereo not given),i
O=C(Nc1ccc([N+](=O)[O-])c(NC(=O)c2cccs2)c1)c1cccs1,?
CCOc1ccc(C(=O)Nc2ccccc2Cl)cc1Cl,i
CC(=O)c1ccc(F)cc1-c1cc(N)nc2[nH]ccc12,?
O=C1C2CCCCC2C(=O)N1c1cc(C(F)(F)F)ccc1Cl (stereo not given),i
O=C1CCCN2N=C(SCc3ccccc3)SC2=N1,i
Cc1cc(C)c2nc(C)cc(Nc3ccc(C(=O)O)cc3)c2c1,i
CC(=O)Nc1ccc2nc(SCC(=O)NCC3CCCO3)sc2c1 (stereo not given),i
COc1ccc(OC)c(S(=O)(=O)N2CCN(Cc3nc4cccnc4n3-c3ccc(C)cc3)CC2)c1,i
COCCNc1nc2cc(C(=O)N3CCOC(C(F)(F)F)C3)ccc2n1C (stereo not given),i
COc1ccc(/C=c2\sc3nc(-c4ccc(OC)cc4)nn3c2=O)cc1,?
COc1ccccc1CNc1ccc2c(c1)ncn2-c1ccc(C)cc1,i
Cn1ccnc1-c1nccn1CCc1cccc(F)c1,?
CSc1ccc(C2C(C#N)=C(N)OC3=C2C(=O)CCC3)cc1 (stereo not given),?
Cc1nc2ccccc2c2c1C(=O)N(C1CCCCC1)C2=O,?
Cc1ccsc1CN(C)C(=O)[C@H](N)CC(C)C,?
Nc1nc2[nH]c(=O)cnc2c(=O)[nH]1,i
Cc1ccc2c(c1)c(=O)c(C(=O)N1CCCC(O)(CN(C)C)CC1)cn2C (stereo not given),i
Cc1ccc(-c2csc(NC(=O)CN3C(=O)CCC3=O)n2)cc1C,i
O=C1c2cccnc2C(=O)N1Cc1ccc(F)cc1,i
CC1=CC[C@@H]2CN(C(=O)c3cc(Cn4ccc5ccccc54)[nH]n3)C[C@@H]2C1,i
Cc1ccc(Cl)cc1NC(=O)CN1CCCN(Cc2ccccc2)S1(=O)=O,i
O=C(NCc1nc2ccccc2[nH]1)c1cccs1,?
O=C(Nc1nc2c(cc3c4c(cccc42)CC3)s1)c1ccc(S(=O)(=O)N2CCCC2)cc1,i
Clc1ccccc1-c1nc(Nc2ccc3c(c2)OCCO3)c2ccccc2n1,?
O=C(Cn1cnc2c(cnn2-c2ccc(F)cc2)c1=O)N1CCCC1,i
COc1ccccc1-c1nc2sc3c(c2c(=O)[nH]1)CCCC3,i
Cc1ccc(-n2c(-c3ccco3)nc3c(cnn3-c3ccccc3Cl)c2=O)cc1,i
CCOC(=O)C1(Cc2ccccc2)CCCN(Cc2cnc(N3CCOCC3)s2)C1 (stereo not given),i
CN1CCN(C(=O)C2CCCCN2S(=O)(=O)c2ccccc2)CC1 (stereo not given),i
O=C(NCc1ccc(F)cc1)c1cc(-c2ccco2)on1,i
CCN(CC)c1ccc(C(=O)Nc2ccc(-c3nc4ccccc4[nH]3)cc2)cc1,i
O=C1NC(C(=O)N2CCC(c3cc(Cc4ccccc4)[nH]n3)CC2)CO1 (stereo not given),?
COc1cc(C(C)=O)ccc1Oc1ncnc(N)c1[N+](=O)[O-],?
OCCN1CCN(CCCN2c3ccccc3Sc3ccc(C(F)(F)F)cc32)CC1,i
COCC(=O)N1CCN(C(=O)c2cccc(F)c2)C[C@H]1C(=O)OC,i
Cc1[nH]cnc1-c1nccn1CCN1CCCOC1=O,i
CC1CCCC(C)N1C(=O)c1ccc(F)cc1 (stereo not given),i
Cn1c(/C=C/c2ccccc2)cc[n+]1C,i
Cc1cnccc1N1CCCN(C(=O)c2cccc(-n3cccn3)c2)CC1,i
COc1cc(=O)n2c(c1C(=O)Nc1cnc3n1CCCC3)CCNCC2,i
CC1=C(C(=O)Nc2ccc(C)cc2C)C(c2cc(Cl)ccc2OC(F)F)n2nnnc2N1 (stereo not given),i
CCC1CCCCN1S(=O)(=O)c1cc(Br)cc2c1N(C(C)=O)C(C)C2 (stereo not given),i
CC(C)CNC(=O)CN1C(=O)c2ccccc2S1(=O)=O,i
O=c1cc(-c2ccccc2)c2ccc(O)c(O)c2o1,i
O=S(=O)(O)c1cc(I)c(O)c2ncccc12,i
CCCCCCCCCCCCCCCC(=O)NCC(COP(=O)([O-])OCC[N+](C)(C)C)OCC (stereo not given),i
CC(=O)Nc1cccc(NC(=O)Nc2cccc(Cl)c2)c1,i
CCN(CC)S(=O)(=O)c1ccc(C(=O)N2CCN=C2SCc2cccc(C)c2)cc1,i
Cc1nc2c(-c3ccc(F)cc3)c(C)nn2c(C)c1CCC(=O)NC1CCCC1,?
COc1ccc(C(Nc2ccccn2)c2ccc3ccc(C)nc3c2O)cc1C (stereo not given),31%*
CC1=C(C(=O)Nc2cccnc2)C(c2cccc(O)c2)n2nc(SCc3ccccc3)nc2N1 (stereo not given),?
CC1CCN(C(=O)COc2ccc(C(C)C)cc2)CC1,i
CCNC(=O)C1CCN(C(=O)c2cc(Cn3cnc4ccccc43)[nH]n2)C1 (stereo not given),?
Clc1ccc(SCCOCCN2CCCC2)cc1,i
Cc1oc(-c2ccc(Cl)cc2)nc1CSCC(=O)N1CCCCC1,?
Cn1nc(C2CC2)c2c1NC(=O)CC2c1nc(-c2ccc(F)cc2)cs1 (stereo not given),?
COc1ccc(Cl)cc1C(=O)Nc1sc2c(c1C(N)=O)CCC2,?
# (list continues)
SMILES,ST2 IL33 inh
COc1ccc(O)c(C2=Nc3ccccc3N=C(c3ccccc3)C2)c1,?
COC(=O)NC(c1ccc(Br)cc1)C(Cl)(Cl)Cl (stereo not given),i
O=S(=O)(c1ccc(-c2ccc(S(=O)(=O)N3CCOCC3)cc2)cc1)N1CCOCC1,i
Cc1cc(C)c(C(=O)N2CCc3c(cnc(C)c3CNC(=O)/C=C/c3ccccc3)C2)[nH]1,i
Cc1ccc(C)c(CN2C(=O)CSc3ccc(C(=O)NC4CCCC4)cc32)c1,i
COc1ccc(N(CC(=O)N[C@H]2C[C@@H]3CC[C@H]2C3)S(C)(=O)=O)cc1,i
Cc1nccn1-c1ccc(-c2ccc(C(C)N3CCOCC3)cc2)nn1 (stereo not given),i
CCCCN1CCN(c2cc(C)nc(-c3cccnc3)n2)CC1=O,i
Cc1ccc(S(=O)(=O)N2CCN(c3cc(-c4ccc(F)cc4)ncn3)CC2)cc1C,i
CCOC(=O)C1CCCN(C(=O)c2ccccc2NC(=O)c2nsc3ccccc23)C1 (stereo not given),i
O=C(Cn1c(=O)n(-c2ccccc2)c(=O)c2sccc21)NCCC1=CCCCC1,?
N#CCCN(CCc1ccccc1)S(=O)(=O)c1ccc(-c2ccc([N+](=O)[O-])cc2)cc1,?
O=C(Nc1cc(Cl)ccc1O)c1noc2c1CCC2,i
Cc1cccc(NC(=O)C(=O)NC(C)c2ccccc2)c1 (stereo not given),i
Cc1ccc(NC(=O)Nc2ccccc2Sc2cc(C)nc3ncnn23)c(Cl)c1,i
COc1ccc2oc3ccc(OC)cc3c(=O)c2c1,i
c1cncc(-c2nc(N3CCCCCC3)c3ccccc3n2)c1,i
Cc1ccc(NC(=O)CC2SC(N)=NC2=O)c(Br)c1 (stereo not given),i
Cc1[nH]nc(SCC(=O)N2C(C)CCCC2C)c1[N+](=O)[O-] (stereo not given),i
Cc1ccccc1-n1c2nc(=O)n(C)c(=O)c-2cc2ccccc21,i
CCC(NC1CCN(c2nc(C)c3cc(C)c(C)cc3n2)CC1)c1ccncc1 (stereo not given),?
O=C(c1cccc([N+](=O)[O-])c1)n1cnc2ccccc21,?
O=C(Nc1cc(Cl)ccc1O)c1cc2ccccn2n1,?
COc1ccc(Cn2c(SCC#N)nc3c(sc4ccccc43)c2=O)cc1,i
COc1ccc(OC)c(NC(=O)c2ccc(I)cc2)c1,?
CCCNC(=O)c1ccc(-c2cccc3cnccc23)o1,i
O=C(Cc1c(C(=O)O)[nH]c2ccc(Cl)cc12)Nc1nc2ccccc2s1,i
COc1ccc(C(C)=O)cc1CSc1nnc(C)s1,?
CC(O)CNc1nc2c(c(=O)n(Cc3ccc(Cl)cc3)c(=O)n2C)n1C (stereo not given),?
O=C(O)c1cccc(C(=O)N2C[C@@H]3C[C@H](C2)c2ccc(NC(=O)c4ccccc4)c(=O)n2C3)c1,i
COc1ccc(-n2c(-c3cccc([N+](=O)[O-])c3)cn3c4c(=O)n(C)c(=O)n(C)c4nc23)cc1,i

# Among those listed so far, these have a CF3 group:
SMILES,ST2 IL33 inh
Nc1c(C(=O)C2CC2)sc2nc(-c3cccs3)cc(C(F)(F)F)c12,i
O=C1C2CCCCC2C(=O)N1c1cc(C(F)(F)F)ccc1Cl (stereo not given),i
COCCNc1nc2cc(C(=O)N3CCOC(C(F)(F)F)C3)ccc2n1C (stereo not given),i
OCCN1CCN(CCCN2c3ccccc3Sc3ccc(C(F)(F)F)cc32)CC1,i

# Only part of the results is shown. The share of hits here may be higher or lower than overall.
